GPR55 beta-arrestin – GPR55 agonists via beta-arrestin recruitment, primary screen, imaging, U2OS cells, beta-arrestin-GFP redistribution (AID 1961); 290,000 compounds, 0.048% hits; U2OS GPR55 beta-arrestin-GFP redistribution imaging; higher % means a stronger effect; one-dose activation, % at 10 µM; EC50 in µM for titrated hits; G-protein coupled receptor 55 (Homo sapiens);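 active means activation above 40% with more than 50 cells counted in the well; inconclusive means wells holding fewer than 50 cells, flagged as toxic or sparse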;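 further: U2OS osteosarcoma cells stably expressing GPR55 and beta-arrestin-GFP; plate controls were DMSO negative control for no effect and LPI positive control for full effect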
T cell HTS – modulators of CD8 T cell-vesicle binding, primary screen, mouse 2C CD8+ T cells, flow cytometry | calls only at 7 µM | 330,000 compounds, 0.068% hits | 2C CD8+ T cell-vesicle binding; stronger effect = lower value;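 active means response, share of CD8 T cells binding vesicles, and their 90th percentile fluorescence all below set limits, cut at about 80% in these data, passing the limit was not always enough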
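System: murine 2C transgenic CD8+ T lymphocytes; also added: QL9-loaded Drosophila micro-vesicles; times: binding 1.5 h at 37 °C; measured by: flow cytometry, PE anti-B7-1 (FL2) versus Alexa647 anti-CD8 (FL8), PFA-fixed; control set: Peptide-free naked vesicles (low) and QL9 vesicles with 0.7% DMSO vehicle (high)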
Hep lipid drop – inhibitors of hepatocyte lipid droplet formation, primary screen, imaging, high-throughput imaging, BODIPY stain; AML12 mouse hepatocytes, oleate lipid droplets; inhibition, % at 6.5 µM; 240,000 compounds, 0.4% hits; AID 1656, 2009;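 active means lipid droplet intensity inhibited by at least 50%, with more than 500 cells counted; inconclusive means wells with under 300 cells, treated as cytotoxic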
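Assay system: AML12 mouse liver cells | Compound: 6.5 µM single-point dosing | Schedule: Overnight exposure | Technique: Fluorescence imaging, 20x objective, two fields per well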
GPR35 arrestin U2OS – GPR35 antagonists blocking zaprinast-driven arrestin recruitment, primary screen, imaging, U2OS, beta-arrestin-GFP, zaprinast agonist (AID 2058); G-protein coupled receptor 35 (Homo sapiens); U2OS GPR35 beta-arrestin-GFP translocation imaging, zaprinast antagonism; higher % means a stronger effect; inhibition, % at 10 µM, or IC50 in µM where a hit was titrated; 290,000 compounds, 0.052% hits;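 active means inhibition of at least 50% with at least 30 cells and total cytoplasm GFP at most 10,000,000; inconclusive means under 30 cells or total GFP of 10,000,000 plus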
MgcRacGAP inhibition – MgcRacGAP GTPase-activating activity inhibitors, confirmation, biochemical, ADP Hunter fluorescence; Rac GTPase-activating protein 1 (Homo sapiens); MgcRacGAP-stimulated Rac1 GTP hydrolysis, ADP Hunter fluorescence; higher % means a stronger effect; GST-tagged Rac1 F28L mutant substrate; one-dose inhibition, % at 30 µM; IC50 in µM for titrated hits; 340,000 compounds, 0.6% hits; AID 624330, 2012;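 active means first-screen hits whose inhibition reached a set limit at any dose in the follow-up dose series; inconclusive means inhibition above the set first-screen limit but never retested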;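 further: fluorescence reports GDP produced by GAP-driven GTP hydrolysis; strong numbers were not always called active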
LYP phosphatase – inhibitors of LYP phosphatase, biochemical, fluorescence intensity, uHTS (AID 1779); recombinant LYP phosphatase, fluorescence intensity; higher % means a stronger effect; inhibition, % at 11.5 µM, or IC50 in µM where a hit was titrated; 290,000 compounds, 0.054% hits; in the data active means inhibition above about 50%;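 further: plate controls were vehicle with enzyme for no effect and no enzyme for full effect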
GPR55 LPI antagonism – GPR55 antagonists blocking LPI-driven arrestin recruitment, primary screen, imaging, U2OS, beta-arrestin-GFP, LPI agonist (AID 2013) | G-protein coupled receptor 55 (Homo sapiens) | U2OS GPR55 beta-arrestin-GFP translocation imaging, LPI antagonism; higher % means a stronger effect | inhibition, % at 10 µM; hits with a dose series show IC50 in µM | 290,000 compounds, 0.13% hits;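 active means spots per cell inhibited over 60%, with over 100 cells counted and total cytoplasm intensity under 500,000; inconclusive means wells with under 100 cells, flagged as likely toxic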;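 further: U2OS cells stably carrying GPR55 and arrestin-GFP stimulated by 5 µM LPI near EC80; imaged beta-arrestin-GFP aggregate spots per cell after agonist stimulation; plate controls were LPI-stimulated DMSO wells for no effect and DMSO wells without LPI for full effect; some results filed as inactive read as strong as hits; confirmed hits need IC50 under 10 µM and bright autofluorescent wells are also inconclusive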
SV40 large T antigen – SV40 large T antigen inhibitors, biochemical (AID 1903); SV40 large T antigen ATPase/helicase inhibition assay; higher % means a stronger effect; one-dose inhibition, % at 20 µM; IC50 in µM for titrated hits; 310,000 compounds, 0.39% hits; in the data active means a potency from the dose series; inconclusive means inhibition mostly from about 32% at the one dose, without a potency; inactive means the rest, 99 in 100 with inhibition below about 32%; further: strong numbers were not always called active
NTR1 ag – agonists of NTR1, primary screen, imaging, U2OS cells, beta-arrestin-GFP, high content (AID 493036); Neurotensin receptor type 1 (Homo sapiens), P30989; 330,000 compounds, 0.17% hits; NTR1-U2OS beta-arrestin-GFP spot imaging, agonist mode; activation, % at 20 µM;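 active means activation at or above 40% of the spot to cytoplasm intensity ratio, with at least 20 cells analyzed; inconclusive means wells under 20 cells, flagged as cytotoxic or low count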;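 further: 0% = DMSO without peptide and 100% = 100 nM NTR1 peptide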
Target sequence (P30989 whole entry, looked up): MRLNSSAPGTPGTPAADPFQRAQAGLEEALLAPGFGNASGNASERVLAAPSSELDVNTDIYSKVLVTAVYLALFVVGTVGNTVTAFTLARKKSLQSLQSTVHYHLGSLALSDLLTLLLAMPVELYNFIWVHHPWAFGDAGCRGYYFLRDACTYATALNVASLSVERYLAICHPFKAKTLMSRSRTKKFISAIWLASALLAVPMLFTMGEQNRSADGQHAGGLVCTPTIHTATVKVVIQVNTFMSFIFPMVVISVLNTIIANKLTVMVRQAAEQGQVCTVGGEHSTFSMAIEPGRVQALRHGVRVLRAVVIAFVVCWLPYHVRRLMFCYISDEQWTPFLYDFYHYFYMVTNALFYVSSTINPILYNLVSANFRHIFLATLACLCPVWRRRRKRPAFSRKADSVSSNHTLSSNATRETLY
Hep lipid drop cells 6.5 µM – second read-out of Hep lipid drop, no call of its own (marks repeat the call); cell count; measured here: cell count, cytotoxicity flag;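 cells counted across two imaged fields per well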
T cell HTS vesicle-bound % – second read-out of T cell HTS, no call of its own (marks repeat the call); double positive events, %; measured here: CD8+ vesicle-bound cell fraction;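 binding gate set so that unloaded-vesicle control wells show 10% double positive cells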
NTR1 ag cell count 20 µM – second read-out of NTR1 ag, no call of its own (marks repeat the call); cell count; measured here: cell count, cytotoxicity flag
The depositor's hits bear a star; i = inactive; ? = inconclusive; / = no result given.

mol | GPR55 beta-arrestin | T cell HTS | T cell HTS vesicle-bound % | Hep lipid drop | Hep lipid drop cells 6.5 µM | GPR35 arrestin U2OS | MgcRacGAP inhibition | LYP phosphatase | GPR55 LPI antagonism | SV40 large T antigen | NTR1 ag | NTR1 ag cell count 20 µM
CC(=O)/C(=C/Nc1ccc(Oc2ccccc2)cc1)c1ccccc1 | 0.2% | i | 53 | -11 | 639 | -7% | 0% | 8% | 19% | 2% | 1.1 | 58
O=C(Nc1cc(C(F)(F)F)cc(C(F)(F)F)c1)c1ccc(Cn2cc(C(F)(F)F)ccc2=O)cc1 | -0.1% | i | 44 | / | / | 3% | 1% | 2% | 19% | -4% | 3.2 | 88
O=C(CSc1nc2ccccc2n1S(=O)(=O)c1cccc([N+](=O)[O-])c1)NCc1cccs1 | -0.2% | i | 33 | -35 | 695 | 3% | 15% | -6% | -2% | 3% | -1.0 | 53
CCOC(=O)c1[nH]c2ccc(OC)cc2c1NC(=S)N1CCN(c2cccc(C)c2C)CC1 | -0.2% | i | 25 | -8 | 651 | -4% | 14% | 2% | -7% | -3% | 2.9 | 34
CC(C)(C)NC(=O)C(c1ccccn1)N(C(=O)c1ccc2c(c1)OCCO2)C1CCCC1 (stereo not given) | -0.3% | i | 10 | -7 | 567 | 8% | -11% | 0% | -5% | -1% | 3.7 | 88
CCC(=O)N1CCc2cc(S(=O)(=O)NCCC(=O)N3CCN(c4ccccn4)CC3)ccc21 | 0.9% | i | 46 | -23 | 685 | -11% | 3% | -4% | -5% | 13% | -1.9 | 66
Cc1cccc2cc(CN(CCN(C)C)C(=S)Nc3ccccc3)c(=O)[nH]c12 | -0.3% | i | 30 | 12 | 669 | -1% | -6% | 0% | 0% | 12% | 2.5 | 73
Cc1ccc(C(=O)Nc2nnc(C3CCCCC3)s2)o1 | 0.9% | i | 38 | -6 | 752 | 9% | 9% | -3% | 2% | -1% | 3.8 | 73
CCNc1ccc(Br)cc(C(=O)/C=C/c2ccc3c(c2)OCO3)c1=O | 0.4% | i | 12 | / | / | 7% | 23% | -2% | 19% | ? | -0.9 | 40
COc1cc(C(=O)NCCC(=O)NC2CCCc3ccccc32)cc(OC)c1OC (stereo not given) | 0.0% | i | 9 | -14 | 694 | 18% | 9% | -11% | 5% | 0% | 1.3 | 47
CC(C)CN1C(=S)SC(C)(C)C1n1oc(=O)n(-c2ccccc2)c1=O (stereo not given) | -0.4% | i | 53 | 0 | 679 | 14% | 13% | -2% | -1% | 4% | 1.8 | 84
O=C(/C=C/c1ccccc1)NC(NC(=S)Nc1cccc(Cl)c1)C(Cl)(Cl)Cl (stereo not given) | -0.2% | i | 40 | / | / | 3% | -10% | -3% | 5% | -2% | 4.5 | 87
Cc1ccc(SCC(=O)Nc2ccc(-c3nc4ccccc4[nH]3)cc2)cc1 | -0.2% | i | 44 | 1 | 682 | -8% | 8% | -5% | -3% | 6% | 5.7 | 89
O=C1NC(=S)S/C1=C\c1ccc(SCc2ccco2)o1 | -0.4% | i | 36 | 15 | 515 | 4% | ? | -1% | 7% | 6µM* | / | /
Cc1cc(S(=O)(=O)N2CCCC2)ccc1OCC(=O)NCc1ccccc1 | -0.2% | i | 28 | -22 | 711 | -16% | 5% | -9% | -1% | 6% | -0.8 | 63

Next structures follow.
mol | GPR55 beta-arrestin | T cell HTS | T cell HTS vesicle-bound % | Hep lipid drop | Hep lipid drop cells 6.5 µM | GPR35 arrestin U2OS | MgcRacGAP inhibition | LYP phosphatase | GPR55 LPI antagonism | SV40 large T antigen | NTR1 ag | NTR1 ag cell count 20 µM
Cc1ccc(N2C(=O)CC(SCC(=O)Nc3ccc(S(N)(=O)=O)cc3)C2=O)cc1 (stereo not given) | -0.6% | i | 43 | 0 | 685 | -8% | 3% | -1% | 1% | 2% | 0.5 | 31
Cc1ccc(S(=O)(=O)Nc2cccc3cccnc23)c([N+](=O)[O-])c1 | -0.1% | i | 68 | -22 | 895 | -9% | 6% | -1% | 8% | 12% | 8.5 | 74
CN(C(=O)CC1C(=O)NCCN1Cc1ccc2ccccc2c1)C1CCOCC1 (stereo not given) | 0.2% | i | 40 | -2 | 689 | -1% | 6% | 2% | -6% | 16% | 1.8 | 45
O=C(Nc1ccc2c(c1)OCO2)c1noc2c1CCCC2 | 0.3% | i | 16 | -4 | 714 | 6% | 7% | -6% | 1% | 5% | -0.3 | 54
Cc1cccc(N2CCN(C(=O)CCS(=O)(=O)c3ccc(Br)cc3)CC2C)c1 (stereo not given) | -0.2% | i | 58 | -101 | 743 | 2% | 2% | -1% | -7% | 2% | 0.0 | 74
CCCn1nc(C(=O)NCCc2ccc(S(N)(=O)=O)cc2)c2ccccc2c1=O | 0.5% | i | 47 | / | / | -22% | 14% | -9% | 0% | 0% | -1.0 | 76
CN(C)C(CNC(=O)c1cccc(S(=O)(=O)NCc2ccccc2)c1)c1ccco1 (stereo not given) | / | i | 21 | / | / | / | 2% | / | / | 11% | -0.1 | 71
COc1ccc(N2CCN(C(=O)CSc3nc4c(c(=O)n(C)c(=O)n4C)n3C(C)C)CC2)cc1 | -0.1% | i | 41 | / | / | -7% | 13% | -1% | 1% | 18% | 2.1 | 44
Cc1ccc(C(=O)N2CCN(c3ccc(NC(=O)c4cccnc4Cl)cc3)CC2)cc1 | 0.2% | i | 5 | 14 | 772 | -1% | 1% | -7% | -1% | 9% | 4.8 | 36
CCOc1ccc2cc(C(=O)c3ccccc3)c(=O)oc2c1 | -0.3% | i | 40 | 3 | 633 | / | 5% | -7% | ? | 1% | / | /
CN1C(=O)c2ccccc2C(C(=O)NCc2ccco2)C1c1c[nH]c2ccccc12 (stereo not given) | -0.2% | i | 37 | 5 | 770 | -6% | 8% | 0% | 4% | 10% | 0.1 | 52
CCCC(=O)Nc1ccc(NC(=O)c2cccc(OC)c2)nc1 | 0.3% | i | 28 | / | / | 1% | 7% | -3% | 1% | 12% | -3.3 | 87
C=CCSc1nc2ccccc2n1Cc1nnc(-c2cccs2)o1 | -0.1% | i | 43 | / | / | 4% | 6% | -6% | 12% | -3% | -0.2 | 92
Cc1ccccc1C(=O)NC(C(=O)Nc1nc2c(s1)CCCC2)C(C)C (stereo not given) | 0.5% | i | 62 | -5 | 642 | 3% | 7% | 6% | -10% | 5% | 4.3 | 84
Cc1ccc(NC(=O)C2C3C=CC4(O3)C2C(=O)N(CCN2CCOCC2)C4C(=O)NC2CCCCC2)cc1C (stereo not given) | -0.1% | i | 27 | -1 | 706 | 1% | 10% | -10% | 3% | 3% | 1.0 | 51

Next section.
mol | GPR55 beta-arrestin | T cell HTS | T cell HTS vesicle-bound % | Hep lipid drop | Hep lipid drop cells 6.5 µM | GPR35 arrestin U2OS | MgcRacGAP inhibition | LYP phosphatase | GPR55 LPI antagonism | SV40 large T antigen | NTR1 ag | NTR1 ag cell count 20 µM
COc1ccc(C(=O)N2CCN=C2c2ccccc2)cc1OC | 0.2% | i | 33 | / | / | 17% | 12% | -10% | 11% | -5% | -2.3 | 72
COc1ccc(C)cc1NC(=O)C(=O)NNC(=O)c1ccco1 | -0.3% | i | 22 | 7 | 607 | 6% | 3% | 2% | 0% | 5% | -2.0 | 73
Cc1ccc(OCCSc2nc(N)cc(N)n2)cc1 | 0.7% | i | 60 | -12 | 716 | 2% | 9% | -7% | 5% | -2% | 2.3 | 51
CCC1CCCCN1S(=O)(=O)c1ccc(C(=O)N(CCCN(C)C)c2nc3cc4c(cc3s2)OCO4)cc1 (stereo not given) | 0.4% | i | 74 | -3 | 834 | -11% | 10% | -7% | 19% | 3% | 17 | 57
Cc1ccc2oc(=O)c3cnn(CC(=O)N(CCCN4CCOCC4)Cc4ccco4)c3c2c1 | 0.3% | i | 22 | -1 | 736 | -6% | 5% | -2% | 9% | 1% | 2.3 | 58
O=C(CSc1nnc(NC(=O)c2c(F)cccc2F)s1)NCc1ccc(F)cc1 | / | i | 58 | / | / | / | 4% | / | / | 14% | 1.3 | 44
Nc1c(C(=O)NC2CCCC2)c2nc3ccccc3nc2n1/N=C/c1cccnc1 | / | i | 46 | / | / | / | 3% | / | / | 15% | 30 | 59
COc1ccc(S(=O)(=O)NCC2CCCN(C(=O)C=C(C)C)C2)cc1 (stereo not given) | -0.3% | i | 40 | 1 | 758 | -1% | 1% | -9% | -4% | -1% | -1.1 | 40
COc1ccc(C/C(C)=N/NC(=O)c2ccncc2)cc1 | 0.2% | i | 55 | 0 | 591 | -9% | 10% | -5% | 6% | 6% | -0.3 | 80
CC1=CN2C(=N)/C(=C/c3ccc(C)o3)C(=O)N=C2S1 | 0.2% | i | 51 | 19 | 735 | 0% | 5% | -7% | 0% | 8% | 1.6 | 55

Pulled by structure from above:
mol | GPR55 beta-arrestin | T cell HTS | T cell HTS vesicle-bound % | Hep lipid drop | Hep lipid drop cells 6.5 µM | GPR35 arrestin U2OS | MgcRacGAP inhibition | LYP phosphatase | GPR55 LPI antagonism | SV40 large T antigen | NTR1 ag | NTR1 ag cell count 20 µM
CC1=CN2C(=N)/C(=C/c3ccc(C)o3)C(=O)N=C2S1 | 0.2% | i | 51 | 19 | 735 | 0% | 5% | -7% | 0% | 8% | 1.6 | 55
Cc1ccc(OCCSc2nc(N)cc(N)n2)cc1 | 0.7% | i | 60 | -12 | 716 | 2% | 9% | -7% | 5% | -2% | 2.3 | 51
Cc1ccc2oc(=O)c3cnn(CC(=O)N(CCCN4CCOCC4)Cc4ccco4)c3c2c1 | 0.3% | i | 22 | -1 | 736 | -6% | 5% | -2% | 9% | 1% | 2.3 | 58

Screens: PubChem, several laboratories
